CYP2C19 act – cytochrome P450 2C19 (human) activation; P33261; recombinant CYP2C19, luciferin-H EGE luminescence; hits give high values; 0 = fully inhibited enzyme, 1 = untreated enzyme; activation factor at 5 µM; 96,000 tested, under 10 active; AID 1025;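 active means activation factor of at least 2 at 5 µM in the primary screen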;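 further: 0 = wells with 2.5 mM tranylcypromine and 1 = vehicle-only wells; values of inactives mirror those of a sister screen read the other way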
Target sequence (P33261 whole entry, looked up): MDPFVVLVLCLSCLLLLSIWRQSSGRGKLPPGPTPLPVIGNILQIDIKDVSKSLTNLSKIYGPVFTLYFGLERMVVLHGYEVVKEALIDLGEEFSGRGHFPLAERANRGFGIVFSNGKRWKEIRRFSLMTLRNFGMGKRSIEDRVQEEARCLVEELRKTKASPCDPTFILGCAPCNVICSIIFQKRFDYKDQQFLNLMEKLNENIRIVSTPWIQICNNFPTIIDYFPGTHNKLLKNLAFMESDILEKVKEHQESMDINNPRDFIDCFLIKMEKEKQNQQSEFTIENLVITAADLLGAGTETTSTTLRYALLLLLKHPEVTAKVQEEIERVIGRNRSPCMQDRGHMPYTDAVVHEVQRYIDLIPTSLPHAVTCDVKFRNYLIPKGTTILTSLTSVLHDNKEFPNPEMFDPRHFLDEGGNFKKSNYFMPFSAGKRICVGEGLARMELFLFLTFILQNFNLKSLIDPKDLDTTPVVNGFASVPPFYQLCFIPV
CYP2C19 inhib – inhibitors of human CYP2C19. CYP2C19 Supersomes, luciferin-H EGE luminescence, 30 min. inhibition, % at 5 µM. hit rate 21% among 96,000. AID 778;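 active means CYP2C19 inhibition above a set limit at 5 µM in the primary screen, cut at about 50% in these data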;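 further: plate controls were negative control wells for no effect and 2.5 mM tranylcypromine positive control for full effect; values of inactives mirror those of a sister screen read the other way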
Pyk2 oligo antag – antagonists of human Pyk2 oligomerization; Q14289; Q293 cells, Pyk2 FERM NanoBiT luminescence; hits give low values; z-score (the deposit names both 25 µM and 10 µM); hit rate 0.83% among 99,000; AID 1347419;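 active means Z-score of -3 or lower, scaled per plate to the spread of control and sample wells; inactive means z-score above -3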;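 further: negative z-score means lost luminescence so less FERM oligomerization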
CYP2C9 act – activators of human CYP2C9; hit rate 1.4% among 96,000; recombinant CYP2C9, luciferin-H conversion, luminescence; hits give high values; factor 1 = untreated enzyme, 0 = blocked; activation factor at 5 µM;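 active means activation factor of 2 or more for CYP2C9 at a 5 µM dose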;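 further: 0 = sulfaphenazole-blocked wells and 1 = vehicle-only wells; values of inactives mirror those of a sister screen read the other way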
Target sequence (P11712 whole entry, looked up): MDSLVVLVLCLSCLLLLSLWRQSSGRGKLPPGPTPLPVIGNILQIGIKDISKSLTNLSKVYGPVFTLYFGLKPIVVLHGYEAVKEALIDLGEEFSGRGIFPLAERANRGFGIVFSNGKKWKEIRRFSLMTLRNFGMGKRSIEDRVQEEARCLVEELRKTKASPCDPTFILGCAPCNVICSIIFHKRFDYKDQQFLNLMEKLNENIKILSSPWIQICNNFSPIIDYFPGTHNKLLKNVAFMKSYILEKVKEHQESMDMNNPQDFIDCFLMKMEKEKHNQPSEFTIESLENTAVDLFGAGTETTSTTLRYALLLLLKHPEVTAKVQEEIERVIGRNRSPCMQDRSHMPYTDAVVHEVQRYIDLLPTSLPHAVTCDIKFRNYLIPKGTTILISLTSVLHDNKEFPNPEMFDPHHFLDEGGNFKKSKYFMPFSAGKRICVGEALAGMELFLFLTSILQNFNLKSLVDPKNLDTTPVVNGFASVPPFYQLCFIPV
PostGolgi yeast – growth inhibition of a yeast mutant, post-Golgi transport screen; post-Golgi transport phenotypic cell assay; inhibition, % at 10 µM; hit rate 0.9% among 98,000; AID 739; in the data active means inhibition above about 30%;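 further: yeast cells grown in 1536-well plates; yeast grown about 18 h at 30C before absorbance read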
Ecoli WT expand – blocks growth of wild type E. coli BW25113. OD600 absorbance. growth inhibition, % at 100 µM. hit rate 0.15% among 98,000;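 active means growth inhibition above about 50% at one test dose, limit read from the data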;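 further: growth measured after 20 h incubation at 37 °C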
EphB4 ephrin blk – blocks human EphB4 binding to ephrin-B2 | EphB4 LBD / TNYL-RAW-Alexa532 peptide, fluorescence polarization | inhibition, % at 7 µM | hit rate 0.15% among 97,000;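 active means inhibition above the screen-wide mean inhibition plus 3 SD, cut at about 15% in these data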;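 further: 0% = DMSO wells and 100% = excess unlabeled TNYL-RAW peptide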
CYP2C9 inh – human CYP2C9 inhibition; hit rate 20% among 96,000; inhibition, % at 5 µM; P11712; CYP2C9 Supersomes, luciferin-H conversion, luminescence;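 active means blocking of liver enzyme CYP2C9 beyond about 50% at 5 µM, limit read from the data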; further: values of inactives mirror those of a sister screen read the other way
PLAP act – activators of human placental alkaline phosphatase; P05187; purified PLAP enzyme, luminescent substrate read-out; hits give high values; activation fold at 20 µM; hit rate 1.2% among 96,000; in the data active means activation fold above about 2
* marks the source's active call; other numbers are inactive results; nt = not tested or not shown.

smiles	CYP2C19 act	CYP2C19 inhib	Pyk2 oligo antag	CYP2C9 act	PostGolgi yeast	Ecoli WT expand	EphB4 ephrin blk	CYP2C9 inh	PLAP act
Cc1cc(OCc2nn[nH]n2)c2c(C)c(CC(=O)O)c(=O)oc2c1	1	0	1.1	0.9	-10	0	0	6	0.9
Cc1cc(C(=O)CSCCCn2c(=O)[nH]c3ccccc32)c(C)n1C	0.7	33	1.8	1.2	-9	-1	3	-17	1.4
O=C(CN1CCN(Cc2ccccc2Cl)C1=O)NCc1ccco1	1	-2	-0.04	0.9	6	0	8	14	1.1
Cc1nnc(SCC(=O)N/N=C/c2cn(-c3ccccc3)nc2-c2ccccc2)n1-c1ccccc1	0.9	6	-2.6	0.5	-4	5	0	53*	1.4
CC(=O)N1CCc2cc(S(=O)(=O)N3CCc4ccccc4C3)ccc21	1.1	-7	0.41	1.2	5	-16	-4	-18	1
CCCS(=O)(=O)N1CCN(C(=O)c2cccs2)CC1	0.9	11	0.38	0.9	1	-1	-5	7	0.9
CCOc1ccc(C(=O)Nc2cccc(-c3cc4ccccc4oc3=O)c2)cc1[N+](=O)[O-]	0.2	82*	-0.45	0.3	-6	-13	-9	65*	0.9
CNC(=O)COc1ccccc1C(=O)Nc1ccc2c(c1)oc1ccccc12	1.1	-6	-0.22	0.7	-4	-20	4	28	1
CC1=NN2C(=N)/C(=C\c3ccc(SCc4ccccc4)o3)C(=O)N=C2S1	1	4	-2.6	0.5	-2	-3	1	47	1.5
O=C(c1ccc(O)cc1)c1ccc(C(=O)O)c(C(=O)O)c1	1	0	-0.28	1.2	-1	-3	4	-16	0.8
Cc1ccccc1-c1nn[nH]n1	1.1	-9	0.3	1.1	1	-3	4	-6	0.9
CCn1c(SCC(=O)N/N=C/C=C\c2ccccc2[N+](=O)[O-])nc2ccccc21	1	-5	-1.6	1.5	-10	-4	-7	-51	1.1
CCN(CC)S(=O)(=O)c1ccc(NC(=O)Nc2cccc(C(F)(F)F)c2)cc1	1	-2	-2.5	1	6	3	0	-4	0.8
O=C(COC(=O)C12CC3CC(CC(O)(C3)C1)C2)Nc1ccccc1OC(F)F	0.8	20	-0.96	0.9	-5	6	-8	12	0.9
COc1ccc(C2C(C(=O)N3CC(C)CC(C)C3)c3ccccc3C(=O)N2C)cc1 (stereo not drawn)	0.7	27	0.1	1	-2	4	-8	-1	1.5
CCOC(=O)c1cnc(SCC(=O)Nc2ccc3c(c2)OCCO3)nc1N	0.6	38	1.5	0.3	5	-15	-3	69*	0.7
Cc1ccc(CNC(=O)CNS(=O)(=O)c2cccc3nsnc23)cc1	0.7	31	0.11	0.5	1	-4	13	52*	1
CCn1c(N2CCN(C(=O)C34CC5CC(CC(C5)C3)C4)CC2)nc2ccccc21	0.6	42	-0.21	0.8	16	-2	4	23	1.5
S=C1NCCOCCOCCOCCOCCN1	1.1	-10	0.05	1	7	-2	2	-3	0.9
COc1cc(OC)c(C2C(C#N)=C(N)OC3=C2C(=O)CC(C)C3)cc1OC (stereo not drawn)	0.6	45	0.34	0.9	14	-1	13	14	1.1

3 entries out of the list above, sorted by their value in CYP2C9 inh, ascending.
canonical_smiles,CYP2C9 inh
S=C1NCCOCCOCCOCCOCCN1,-3
Cc1cc(OCc2nn[nH]n2)c2c(C)c(CC(=O)O)c(=O)oc2c1,6
CNC(=O)COc1ccccc1C(=O)Nc1ccc2c(c1)oc1ccccc12,28

(list continues)
smiles	CYP2C19 act	CYP2C19 inhib	Pyk2 oligo antag	CYP2C9 act	PostGolgi yeast	Ecoli WT expand	EphB4 ephrin blk	CYP2C9 inh	PLAP act
O=C(C1CCCO1)N1CCN(S(=O)(=O)c2cccc3nsnc23)CC1 (stereo not drawn)	1	2	0.05	1	7	2	nt	0	1
Cc1cc(C(=O)COC(=O)Cn2cnc3c2c(=O)n(C)c(=O)n3C)c(C)n1C	1.1	-5	0.81	0.9	21	-1	8	7	0.9
Cc1cc(C)cc(OCC(=O)NNC(=O)c2ccoc2C)c1	1	-2	-0.14	1.9	-6	-8	-7	-88	1.9
Cc1ccc(-c2nc(C#N)c(N3CCCCC3)o2)cc1	0.9	7	nt	0.9	-1	0	-3	9	1.1
CC(C)NC(=O)NC(=O)COC(=O)c1ccc(NC(=O)CC#N)cc1	1	1	0.63	1.1	7	7	4	-15	1.4
CC1CCc2sc3nc(N4CCN(CCO)CC4)n4ncnc4c3c2C1 (stereo not drawn)	0.6	37	-0.35	0.6	0	-2	nt	41	1.6
CN1C(=O)N(c2cccc3ccccc23)C(n2cncn2)C1(C)C (stereo not drawn)	1.1	-11	2.6	1.2	1	0	-8	-23	1.1
O=C(C1CCN(S(=O)(=O)N2CCC3(CC2)OCCO3)CC1)N1CCc2ccccc2C1	0.2	76*	-0.07	0.6	0	-3	0	41	1.6
CCOc1ccc(-c2cc(CCCC(=O)NCc3ccc(C)cc3)no2)cc1	0.6	36	nt	0.5	3	0	-1	53*	0.8
COc1ccc2[nH]c(=O)c(CN(CCCN(C)C)C(=O)Nc3ccccc3)cc2c1	0.9	11	-1.3	1	5	5	6	2	1.6
COc1ccc(/C=N/NS(=O)(=O)c2ccccc2)cc1OC(=O)c1ccc(C)cc1	0.6	44	-0.61	0.1	5	-11	10	89*	1.3
O=C(CN1CCOCC1)Nc1ccc(S(=O)(=O)N2CCCCCC2)cc1	0.9	7	1.1	1	-4	-6	2	1	1.1
O=C(NCCc1cccc(Cl)c1)c1cccnc1	0.6	40	0.19	1	nt	3	4	-2	1.2
Cc1cc2nc(C3CCCN(C(=S)Nc4ccccc4C)C3)[nH]c2cc1C (stereo not drawn)	0.8	21	0.11	0.8	-4	-5	-4	22	1
Cc1c(C(=O)NCc2ccc3c(c2)OCO3)oc2ccc(S(=O)(=O)N3CCCCCC3)cc12	0.8	24	0.16	0.3	-11	-19	nt	68*	1.4
COc1ccc(N2C(N)=NC(N)=NC23CCCC3)cc1	1	-4	0.32	1	1	2	-5	2	0.9
FCCCOc1ccc(-c2nccc(-c3ccc(Br)cc3)n2)cc1	0.7	28	-0.23	0.6	7	-9	1	43	1
O=C1CCCC2=C1C(O)(C(F)(F)F)C(=O)N2Cc1ccccc1 (stereo not drawn)	nt	nt	-0.15	nt	-2	3	1	nt	nt
O=C(Nc1cccc(C(F)(F)F)c1)N1CCC(c2nc(-c3ccc(F)cc3)no2)CC1	0.6	41	-1.1	0.4	1	-1	-2	56*	0.9
O=C(NC1CCCCC1)C(Cc1ccccc1)NS(=O)(=O)c1cccs1 (stereo not drawn)	0.9	12	1.2	0.7	12	1	1	28	1
CC(C)c1ccc(OCC(=O)NCc2ccco2)cc1	0.1	90*	-0.2	0.3	7	5	2	74*	0.8
COc1ccc(CC(=O)NCc2ccco2)cc1OC	0.6	43	-0.59	1.1	-1	-2	-5	-10	1.5
CC(C)=CC(=O)OCC(=O)Nc1nc(C)c(Cl)cc1Cl	0.2	83*	-0.67	0.6	-1	-3	nt	42	1.1
CCC(=O)c1ccccc1OCCCN1C(=O)NC(C)(C)C1=O	0.4	62*	1.4	0.5	8	2	-8	48	0.8
CC(C(=O)NCc1ccccn1)N1C(=O)c2ccccc2C1=O (stereo not drawn)	0.7	28	0.62	0.9	0	9	-4	8	1.1
N#Cc1ccc(NC(=O)Nc2ccc(Cl)cc2)cc1	0.8	16	-1.5	0.9	16	48	nt	7	0.9
Cc1ccc(N(CC(=O)Nc2cc(Cl)ccc2Oc2ccccc2)S(C)(=O)=O)cc1C	0	99*	-2.5	0	-3	-7	1	98*	1.2
O=C(NCCCN1CCN(Cc2ccccc2)CC1)C1CCN(c2nnc(-n3cccc3)s2)CC1	0.8	22	1.4	0.7	6	1	nt	28	1.8
Cc1ccc(-c2nnc(SCC(=O)N3CCOCC3)nc2-c2ccc(C)cc2)cc1	0.9	14	-1.1	0.7	-9	16	-1	33	1.6
C=CCn1c(NC(=O)c2ccccc2Cl)c(C#N)c2nc3ccccc3nc21	1.2	-19	-0.34	1	4	0	-2	0	1.1
Cn1c(SCc2cnc(-c3ccccc3)s2)nnc1C1COc2ccccc2O1 (stereo not drawn)	0.1	90*	0.23	0.5	1	4	5	49	1
COc1ccc(/C(O)=C/Sc2nnc(Cc3ccccc3)o2)cc1	0.7	31	-0.08	1.7	0	-9	-3	-72	0.8
CCOc1ccc(S(=O)(=O)n2c(C)nc3ccccc32)cc1	0.6	42	nt	0.6	-2	6	3	41	1.1
CCOC(=O)C1C(=O)OC2(CCCCC2)C1C(=O)OCC (stereo not drawn)	0.7	25	0.71	1.1	4	10	2	-11	1.4
COC(=O)c1ccccc1NC(=O)c1ccccc1NS(C)(=O)=O	0.4	63*	0.05	0.2	6	0	4	81*	1
Cc1cc(N2CCN(C)CC2)nc2ccc(NC(=O)c3ccc(Br)o3)cc12	1	2	-0.61	1.1	17	9	nt	-7	1.6
CCOc1ccc(NC(=O)C(=O)NCCCn2ccnc2)cc1	0.3	73*	-0.47	0.4	20	5	2	60*	0.9
COc1cccc(C2NC(=O)NC(C)=C2C(=O)Nc2ccc(C)cc2)c1 (stereo not drawn)	1.1	-6	nt	1.2	4	-5	-2	-19	1.1
Cc1ccc(NC(=O)Cn2cccc2)cc1C	0.5	47	0.05	0.8	4	-1	2	22	1.2
CC1=C(C(=O)Nc2ccccc2)C(c2ccccc2)N2C(=O)CSC2=N1 (stereo not drawn)	1	3	0.8	0.9	-3	4	3	8	1
O=C(Cc1cccs1)Nc1nnc(SCC(=O)N2CCCCC2)s1	0.8	16	0.16	0.8	-4	-4	-4	21	0.9
CCN1CCN(CCNC(=O)C2CCN(Cc3nc(-c4ccc(Cl)cc4)oc3C)CC2)CC1	1	4	nt	1	6	-6	5	-4	1.7
Cc1ccc(P(=O)(CO)c2ccc(C)cc2)cc1	0.7	35	0.15	0.9	-2	-5	-10	6	1.1
O=C(Nc1ccc(NC(=O)c2ccco2)nc1)c1ccccn1	0.8	19	-0.9	1	-5	-19	nt	1	0.9
C=CCSc1nc(-c2ccc3c(c2)OCO3)cc(C(F)(F)F)c1C#N	0.7	26	-0.89	0.6	5	-8	10	39	0.9
Cc1cc(-c2ccccc2N)n[nH]1	1	-4	0.13	1	4	7	3	-3	1
COCCCNC(=S)NCCCNc1nc2cc3c(cc2cc1C#N)OCO3	0.9	12	-0.4	0.8	-5	2	0	25	1.3
COc1ccc(C2=NOC3(CC(=O)N(c4ccc(Cl)cc4)C3=O)C2)c(OC)c1 (stereo not drawn)	1	-4	2	0.8	-4	2	0	23	1
CCOC(=O)CN1N=C(/C=C/c2ccc(OC)cc2)CCC1=O	1	-4	0.81	1.1	10	-5	-3	-8	1
CN(C)C(=O)c1ccccc1-c1ccccc1	0.8	23	0.04	0.9	-6	4	-1	6	1.1

(further entries)
smiles	CYP2C19 act	CYP2C19 inhib	Pyk2 oligo antag	CYP2C9 act	PostGolgi yeast	Ecoli WT expand	EphB4 ephrin blk	CYP2C9 inh	PLAP act
FC(F)Sc1ccc(N=C2NN=C(c3ccc4c(c3)OCCO4)CS2)cc1	1.1	-5	-0.15	0.8	5	1	8	15	1
Clc1ccc(-c2nc(Cc3ccccc3Cl)no2)cc1	0.9	10	-0.18	1	-2	-3	0	-3	1.1
Cc1ccc(S(=O)(=O)N2CCN(S(C)(=O)=O)C2)cc1	0.8	21	2	0.9	-2	-2	0	11	0.8
CC(=O)c1cnn(-c2cc(Oc3ccc(F)cc3)ncn2)c1C	0.5	46	0.23	0.6	-13	3	7	42	0.9
CCc1cc2ccc(OC)cc2nc1SCC(=O)Nc1cc(C)on1	1.2	-16	1.5	1.1	-1	-3	-11	-13	0.9
Cc1noc(C)c1COc1ccc(C(=O)OCC(=O)c2ccc3c(c2)OCCO3)cc1	1.2	-18	1	1.1	1	-6	-4	-8	0.7

Screening data (PubChem)
